# Screening results deposited in PubChem by several laboratories.
# COUP-TFII inh: blocks human COUP-TFII nuclear receptor; AID 686940; inhibition, % at 8.6 µM; 0.7% of 370,000 active; HEK293T NGFI-A luciferase reporter, luminescence;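 active = inhibition above a per-plate cutoff, mean inhibition of test wells between control levels plus 3 SD, cut at about 38% in these data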;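 note: cells cotransfected with COUP-TFII expression vector driving the NGFI-A reporter; 0% = median of COUP-TF2 test wells and 100% = reporter-only cells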
# NCOA1 inh: inhibitors of human steroid receptor coactivator 1 (SRC1). Q15788. inhibition, % at 3.6 µM. 0.12% of 360,000 active. AID 588354. HEK293 GAL4-SRC1 luciferase reporter, luminescence;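 active = inhibition above the campaign mean plus 3 SD, with each screening campaign given its own cutoff, cut at about 60% in these data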;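 note: 0% = DMSO treated cells and 100% = gossypol at 36 µM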
# NOD2 RIPK2 PPI: inhibitors of human NOD2-RIPK2 interaction. O43353. inhibition, % at 4.98 µM. CHO BLA complementation NOD2-RIPK2, CCF4 ratio. 0.38% of 360,000 active. AID 624267; in the data active = inhibition above about 21%;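 note: 0% = vehicle only and 100% = reference blocker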
# Vif inh: inhibitors of HIV Vif. HEK293T cells, Vif self-association by quenched fluorescence, imaging, 24 h. inhibition, % at 7.49 µM. 0.35% of 340,000 active. AID 602346; in the data active = inhibition above about 50%, passing the limit was not always enough; note: some results filed as inactive read as strong as hits
# SRC2 inh: human SRC2 (NCOA2) inhibition | Q15596 | HEK293 GAL4-SRC2 luciferase reporter, luminescence | inhibition, % at 9 µM | 0.17% of 370,000 active;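 active = inhibition above the mean inhibition of all tested compounds plus 3 SD, set per campaign, cut at about 52% in these data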;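 note: 0% = DMSO treated cells and 100% = cells given Gossypol at 36 µM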
# LMP1 NFkB inh: Epstein-Barr LMP1 NF-kappaB reporter inhibition | LMP1-induced NF-kappaB luciferase reporter cells, luminescence | 0.69% of 350,000 active | AID 504558 | inhibition, % at 12.5 µM; in the data active = inhibition above about 41%;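 note: 0% = neutral control wells and 100% = reference inhibitor control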
# NR5A2 inv ag: inverse agonists of human LRH-1 (NR5A2); O00482; HEK293T StAR-luciferase reporter, LRH-1 transfected, 24 h; inhibition, % at 3.6 µM; 0.13% of 360,000 active; AID 602396;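 active = inhibition above the mean inhibition of all tested compounds plus 3 SD, cut at about 73% in these data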;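 note: 0% = DMSO wells and 100% = reporter-only cells lacking LRH-1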
# C8 TRAIL sens: sensitizes caspase-8 expressing cells to TRAIL; AID 624354; NB7+C8 cells + TRAIL, ATPlite viability luminescence; 1% of 360,000 active; inhibition (viability loss, TRAIL sensitization), % at 10 µM;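 active = compounds causing at least 50% loss of cell viability in the single-dose screen, relative to plate controls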
# TLR9-MyD88 block: TLR9-MyD88 interaction inhibition. AID 504734. CHO BLA complementation TLR9-MyD88, CCF4 FRET ratio. inhibition, % at 4.98 µM. 0.21% of 340,000 active. Q9NR96+Q99836;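 active = inhibition above the mean over all tested compounds plus 3 SD, cut at about 21% in these data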;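 note: 0% = DMSO only wells and 100% = clavulanate BLA inhibitor control wells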
# NCOA3 inh: inhibits human SRC3 coactivator. Q9Y6Q9. HEK293 GAL4-SRC3 luciferase reporter, luminescence. inhibition, % at 3.6 µM. 0.17% of 360,000 active;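 active = inhibition above a per-campaign cutoff, the mean of all compounds plus 3 SD, cut at about 60% in these data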;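 note: 0% = DMSO-treated cells and 100% = gossypol-treated cells at 36 µM; higher means less SRC3-driven luciferase light from the GAL4 reporter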
# TROY signal inh: blocks TROY-dependent signaling in reporter cells; Q293 LMP1-TROYcd NF-kB luciferase reporter, 4 h; inhibition, % at 10 µM; 0.98% of 360,000 active; AID 1347056;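 active = compounds whose plate-normalised and pattern-corrected inhibition of the luciferase reporter signal at the single screening dose is 50% or more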
# Numbers without * were called inactive; x = no result given. An excerpt; count on the stated rates, not on these rows.
SMILES,COUP-TFII inh,NCOA1 inh,NOD2 RIPK2 PPI,Vif inh,SRC2 inh,LMP1 NFkB inh,NR5A2 inv ag,C8 TRAIL sens,TLR9-MyD88 block,NCOA3 inh,TROY signal inh
O=C(CCC(=O)c1ccccc1)NCCc1c[nH]c2ccccc12,10.5,4.8,-8.7,5.5,-13.9,-1.9,6.4,-9.4,-5.5,2.6,-16.5
CCNc1ccc(C(=O)Nc2ccc3nc(C)sc3c2)cc1[N+](=O)[O-],5.7,-13.2,-4.0,2.8,-11.0,-1.2,-24.9,18.3,-2.8,5.8,-13.8
CCOc1ccc(S(=O)(=O)N2CCCC(C(=O)NCc3cccnc3)C2)cc1C (stereo not drawn),16.6,9.4,-1.6,0.0,1.8,1.1,-3.4,10.9,-1.9,9.5,13.4
CCOC(=O)C1CCCN(S(=O)(=O)c2c(C)c(C)cc(C)c2C)C1 (stereo not drawn),-13.2,-21.6,-1.7,-1.2,-9.2,-3.6,-16.9,8.8,-3.0,-10.8,-9.0
CCCN(CCC)CCCNC(=O)c1ccc2c(c1)N(CC)C(=O)c1ccccc1S2=O (stereo not drawn),2.2,2.4,-6.1,9.3,-26.5,10.4,-11.4,8.5,-7.7,2.4,-5.7
Cc1noc(C)c1S(=O)(=O)N1CCC(Cc2ccccc2)CC1,-3.6,-7.7,-15.3,3.4,11.3,-15.0,-8.9,-9.3,-7.9,20.6,4.2
O=c1cc(CO)oc(CN2CCN(c3ccccc3)CC2)c1O,9.9,4.4,-13.7,-1.5,-4.4,2.8,8.4,-8.0,3.9,20.0,-31.6
NC(=O)C1CCN(C(=O)c2ccc(NS(=O)(=O)/C=C/c3ccccc3)cc2)CC1,0.4,5.5,-12.2,1.8,5.5,-4.2,-0.4,17.0,-22.2,5.6,1.0
O=S(=O)(c1ccccc1)c1nc(-c2ccco2)oc1NCc1cccnc1,9.1,10.2,8.8,13.6,-17.4,0.0,6.7,8.8,-3.2,-9.9,4.4
O=C(CCN1C(=O)c2ccc(Br)cc2C1=O)NC1CCCCC1,-18.2,-21.0,10.2,-3.6,-12.0,0.6,2.7,-19.2,2.2,0.5,7.6
CCCC(=O)c1c[nH]c(C(=O)NCc2ccco2)c1,-8.9,-7.2,-1.5,10.4,-14.7,2.1,5.7,1.8,10.1,-0.9,-1.0
CCOc1ncccc1C(=O)OCC(=O)c1cc(C)n(Cc2ccco2)c1C,-50.3,-90.1,-5.1,-5.7,-70.7,-31.8,-114.5,29.5,-9.2,-98.9,11.0
O=C(Oc1nsnc1N1CCOCC1)N1CCCC1,-3.6,-21.5,-0.7,11.5,-7.3,3.0,-14.8,6.4,-2.6,-1.9,-3.2
O=C(NC(=O)c1ccc(F)cc1F)Nc1ccc(Cl)cc1,-2.2,-10.3,-6.2,17.5,-23.8,-40.6,-11.1,-5.4,-4.3,-24.9,-43.0
O=C(NN=Cc1c(O)ccc2ccccc12)C1CC1,3.1,16.6,-3.1,2.2,12.0,2.1,9.3,13.9,3.4,13.5,-12.4
CSCc1ccc(C(=O)Nc2cccc(C)c2C)cc1,-66.3,-55.3,2.8,-4.9,-54.6,-23.8,-58.8,18.5,11.6,-52.6,-38.1
O=C(Cn1c(=O)oc2cc(S(=O)(=O)N3CCCC3)ccc21)N1CCc2ccccc2C1,3.0,6.0,-5.5,12.3,10.2,-10.2,27.3,-8.0,-1.4,-13.4,5.0
C=CCOc1ccc(CNn2c(C)n[nH]c2=S)cc1OC,-0.8,-14.2,0.4,-2.7,-1.6,0.1,-7.5,-8.0,-8.4,-12.0,0.7
CC1CC(C)CN(C(C)C(=O)Nc2cc(S(=O)(=O)N3CCCCC3)ccc2Cl)C1 (stereo not drawn),-11.1,1.5,3.2,-6.5,-9.9,10.7,12.4,19.8,-4.1,1.2,-12.8
O=[N+]([O-])c1ccccc1C(=Nc1ccccc1)c1c(O)cc(O)cc1O,2.9,-6.1,8.6,-1.5,5.0,4.8,-11.4,-1.7,6.4,-11.6,11.9
COc1ccc(OC)c(N(CC(=O)Nc2cccnc2)S(=O)(=O)c2ccc(C)cc2)c1,5.7,-5.7,4.1,10.3,8.0,-3.0,-12.2,-0.3,0.7,21.4,16.8
CCN(CC)C(=O)c1cn(CCC#N)nc1-c1ccc2ccccc2c1,-8.5,-41.3,9.0,-5.2,-2.6,-11.7,6.6,-9.9,1.6,10.6,-1.4
O=C(Nc1ccccc1Cl)C1CCN(S(=O)(=O)c2cccc3nonc23)CC1,3.1,15.1,2.4,-4.0,13.4,1.3,-17.7,-7.7,-5.5,-1.7,10.6
COc1ccc(NC(=O)Nc2cccc3ccccc23)cc1OC,9.8,-8.8,4.3,-11.9,-12.8,-11.1,-28.1,-9.7,-3.3,0.3,-1.1
S=C(NC1CC2CCC1C2)N1CCN(c2cccc(Cl)c2)CC1 (stereo not drawn),-0.5,-9.7,-8.8,-6.2,0.6,12.3,2.9,-2.0,-0.3,21.2,32.2
CC(C)c1cc(C(N)=O)c(NC(=O)c2cccc(COc3ccc(Cl)cc3)c2)s1,-69.0,-183.5,-5.1,-2.9,-76.6,36.7,-167.7,12.6,-6.8,-101.4,-40.7
COc1cccc(CNCc2cc(OC)cc(OC)c2)c1,7.4,16.0,-6.9,-2.6,-15.5,-19.9,-8.1,5.0,-10.3,-32.9,10.4
CC(C)CNC(=O)[C@H](Cc1ccccc1)NC(=O)c1cccs1,-15.2,3.7,-5.0,21.0,1.9,-3.7,0.0,7.4,3.6,14.3,-5.2
O=C(COC(=O)c1c[nH]c2ccccc12)Nc1cccc(F)c1,-9.6,1.8,3.9,-7.3,8.9,3.4,19.7,-5.1,5.2,8.3,10.9
COc1cccc(N=Cc2c[nH][nH]c2=O)c1,5.1,-1.0,-0.3,5.0,-22.3,1.7,-10.1,-1.6,6.0,12.2,7.8
COC(=O)/C=C1/SC(=NC(=O)c2ccccc2)NC1=O,4.3,-10.8,2.5,x,0.3,2.1,2.1,-1.0,-7.7,-14.4,1.8
COc1ccccc1-c1cc(C(=O)NCCc2ccccc2)no1,-35.6,-38.1,13.1,-6.0,-57.5,-38.5,-96.1,14.6,-3.2,-55.2,-38.1
Cc1cccc(-n2c(SCC(=O)N3CCC(C(=O)O)CC3)nc3ccccc3c2=O)c1C,3.2,-16.5,1.4,13.4,-2.6,2.1,-3.3,-37.3,3.1,-7.0,2.7
COc1ccc2oc(=O)cc(CN(C)Cc3ccccc3)c2c1,10.1,16.1,-12.4,-1.8,11.6,3.4,5.8,1.1,-2.8,18.9,-4.2
O=C(c1ccc(Br)cc1)c1sc(N2CCOCC2)nc1-c1ccccc1,6.1,12.6,4.2,-0.2,-6.2,-9.6,11.0,13.3,-8.4,11.2,-12.6
Fc1cccc(/C=N/N=C/c2cccc(F)c2)c1,-3.7,-24.3,-8.7,-3.3,-16.1,-9.9,9.1,-6.6,-2.1,-27.9,-106.1
Cc1ccc(-n2nnnc2C(=Cc2ccc(N(C)C)cc2)c2nnnn2-c2ccc(C)cc2)cc1,-9.1,8.5,8.0,-2.2,5.5,-13.8,-3.6,27.9,-7.2,3.9,-8.3
CCCC(=O)Nc1nnc(-c2ccc(Cl)s2)o1,6.7,-11.9,-14.2,x,7.4,-12.3,3.1,-2.0,4.0,-3.4,-14.6
Clc1ccc2nc(-c3ccco3)c(Cc3ccsc3)n2c1,10.2,-3.4,-13.6,x,-5.2,x,13.2,-8.5,x,-1.4,1.7
NS(=O)(=O)c1ccc(CCNC(=O)CSc2nc3ccccc3c(=O)n2CCC(=O)N2CCCCC2)cc1,1.8,1.4,-0.3,-2.9,-6.4,-8.0,21.8,-6.3,-3.9,6.6,3.5

# Quoted at random: two compounds from above.
SMILES,COUP-TFII inh,NCOA1 inh,NOD2 RIPK2 PPI,Vif inh,SRC2 inh,LMP1 NFkB inh,NR5A2 inv ag,C8 TRAIL sens,TLR9-MyD88 block,NCOA3 inh,TROY signal inh
COc1ccccc1-c1cc(C(=O)NCCc2ccccc2)no1,-35.6,-38.1,13.1,-6.0,-57.5,-38.5,-96.1,14.6,-3.2,-55.2,-38.1
COC(=O)/C=C1/SC(=NC(=O)c2ccccc2)NC1=O,4.3,-10.8,2.5,x,0.3,2.1,2.1,-1.0,-7.7,-14.4,1.8

# Further entries follow:
SMILES,COUP-TFII inh,NCOA1 inh,NOD2 RIPK2 PPI,Vif inh,SRC2 inh,LMP1 NFkB inh,NR5A2 inv ag,C8 TRAIL sens,TLR9-MyD88 block,NCOA3 inh,TROY signal inh
CCCCn1c(/N=C/c2ccc(N(C)C)cc2)nc2ccccc21,11.0,-6.1,-3.4,-1.9,23.2,3.8,19.6,-10.3,-1.6,33.3,-33.7
CC(=O)Nc1cccc(Oc2cc(C#N)c(C#N)cc2N2CCCCCC2)c1,-2.6,-21.5,-2.4,x,-4.6,7.5,10.6,-3.3,0.8,1.4,-3.5
COC(=O)c1c(NC(=O)c2ccco2)sc(C(=O)N2CCCC2)c1C,-3.8,11.8,-6.2,1.5,-7.2,2.5,-1.1,-20.1,-0.9,13.0,-14.1
COc1cc(NC(=O)c2cccs2)c(C(=O)OCC(=O)NCc2ccco2)cc1OC,-7.5,-1.6,-10.2,-12.3,0.0,-6.5,5.0,-24.7,-13.5,-1.0,-11.7
COc1cc(OC)c(NC(=O)c2cc(S(=O)(=O)N3CCOCC3)cn2C)cc1Cl,-19.0,7.9,-1.7,-9.5,-20.4,6.6,19.5,-4.4,-4.0,-2.3,17.5
COc1cccc(CNC(=O)COC(=O)CN2C(=O)NC3(CCCCC3C)C2=O)c1 (stereo not drawn),1.5,-21.3,-6.1,2.8,15.7,0.3,-11.9,-7.0,-8.0,-1.3,-8.3
CCOC(=O)C1CCCN(C2=NC(=O)/C(=C/c3ccc(OC)c(OC)c3)S2)C1 (stereo not drawn),-12.7,1.7,-2.8,2.3,-47.1,15.0,-2.0,12.0,-17.1,-2.8,-10.8
O=C(Nc1ccc(OC(F)(F)F)cc1)c1cnc2n(c1=O)CCS2,2.9,-26.5,-14.3,-7.4,5.3,-7.9,-13.8,27.3,-14.6,-30.4,-40.0
CC(C)C1OC(CCc2ccccc2)Cc2[nH][nH]c(=O)c21 (stereo not drawn),-8.3,x,-10.1,x,5.8,x,-28.1,-3.7,x,x,-31.3
CC1CCC2(CC1)NC(=O)N(CC(=O)Nc1cccc(C#N)c1)C2=O (stereo not drawn),16.4,4.1,4.9,-0.5,11.6,0.3,-30.9,7.2,-11.7,-20.1,12.1
O=C1C=CC(=O)N1Cc1ccccc1,60.9*,-0.3,6.9,11.0,-8.8,29.9,-11.3,0.2,15.1,-23.2,-0.6
CCn1c(SCC(=O)O)nnc1-c1ccc2[nH]c(C)c(C)c2c1,-14.5,-6.9,7.0,2.5,-14.7,-1.8,-24.7,-2.5,1.8,8.8,0.5
CC(C)(C)c1ccc(-c2nc(-c3ccncc3)no2)cc1,-16.5,-34.1,-6.9,-18.7,-40.5,-9.8,-53.0,18.8,-7.0,-34.3,72.4*
CCCNC(=O)C1(C)CCCN(C(=O)c2ccc(C)c(F)c2)C1 (stereo not drawn),-0.5,-6.0,-13.2,x,2.7,x,6.8,9.5,x,-5.0,-1.9
CCN(CCNC(=O)c1ccc(CSc2nc3ccncc3[nH]2)cc1)c1ccccc1,2.3,-4.0,-3.8,8.1,-14.9,-1.4,-1.9,11.0,6.2,0.1,2.0
COc1ccc(CCNC(=O)c2ccc(OCc3c(C)noc3C)c(OC)c2)cc1,-8.9,8.0,-5.0,11.4,-41.3,9.6,-3.4,-13.2,11.1,-14.5,-5.8
